Screening results as filed in PubChem BioAssay.
PglD DTNB – C. jejuni PglD acetyltransferase inhibitors, primary screen, biochemical, DTNB colorimetric, single point; purified PglD enzyme, DTNB colorimetric CoA detection; inhibition, % at 12.5 µM; 360,000 compounds, 0.098% hits; in the data active = inhibition above about 16%, passing the limit was not always enough; note: strong numbers were not always called active
S100A4 inh HTS – inhibitors of S100A4-myosin IIA peptide binding, primary screen, biochemical, fluorescence polarization, TAMRA-MyoIIA peptide; Protein S100-A4 (Homo sapiens), P26447; inhibition, % at 10.7 µM; 360,000 compounds, 0.14% hits; AID 652163, 2013;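 active = mean inhibition of at least 70% across replicates, with every replicate also reaching that level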
Target sequence (P26447 whole entry, looked up): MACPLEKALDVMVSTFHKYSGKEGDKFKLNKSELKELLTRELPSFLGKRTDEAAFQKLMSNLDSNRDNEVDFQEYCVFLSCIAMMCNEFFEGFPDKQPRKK
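Material: S100A4 monomer protein / Buffer or medium: 50 mM HEPES pH 7.2, 10 mM CaCl2, 100 mM KCl / Times: 5 min incubation before reading / Benchmarks: neutral control DMSO, positive control TFP / Reagent: labelled myosin peptide probe, 5 nM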
E-selectin induc – E-selectin induction in HUVECs, primary screen, imaging, HUVEC, immunofluorescence imaging, single point | P16581 | normalized: neutral wells 0, TNF-alpha wells 100 | activation, % at 7.58 µM | 260,000 compounds, 0.37% hits;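 active = mean E-selectin-positive cell signal at least 10% of the positive control, reached in at least 60% of replicates, without over 20% cell loss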;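 note: in these data hits start at about 27%; measured in HUVEC primary endothelial cells; signal is the percent of cells scored E-selectin positive by PE staining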
Target sequence (P16581 whole entry, looked up): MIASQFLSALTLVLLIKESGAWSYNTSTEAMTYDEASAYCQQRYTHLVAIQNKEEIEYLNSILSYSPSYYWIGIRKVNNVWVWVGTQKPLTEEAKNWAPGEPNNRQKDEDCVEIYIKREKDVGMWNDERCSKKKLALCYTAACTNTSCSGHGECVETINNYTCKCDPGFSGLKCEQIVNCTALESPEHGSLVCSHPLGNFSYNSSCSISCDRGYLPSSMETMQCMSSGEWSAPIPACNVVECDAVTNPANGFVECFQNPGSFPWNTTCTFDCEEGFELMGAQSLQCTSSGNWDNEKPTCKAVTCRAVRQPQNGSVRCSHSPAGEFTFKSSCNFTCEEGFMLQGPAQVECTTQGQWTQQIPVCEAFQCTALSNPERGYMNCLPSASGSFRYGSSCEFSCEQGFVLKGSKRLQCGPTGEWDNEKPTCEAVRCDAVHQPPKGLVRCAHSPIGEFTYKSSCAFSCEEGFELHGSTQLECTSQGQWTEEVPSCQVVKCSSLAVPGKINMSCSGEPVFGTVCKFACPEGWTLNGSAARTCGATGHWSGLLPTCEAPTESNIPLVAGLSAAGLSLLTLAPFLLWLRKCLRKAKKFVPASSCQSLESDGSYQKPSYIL
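Assay system: HUVEC primary endothelial cells. Input: 3,000 HUVEC seeded per well. Doses: one compound dose added by pin transfer. Read-out basis: % PE-positive cells. Benchmarks: TNF-alpha high, DMSO low. Detection: immunofluorescence imaging. Buffer or medium: EGM-2, gelatin.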
Statin myotox sup – suppressors of statin myotoxicity in C2C12 myotubes, primary screen, cell-based, single point, plate reader; C2C12 myotubes + simvastatin, ATP luminescence, 48 h; scaled: DMSO 0, geranylgeraniol control 100; rescue of ATP level, % at 7.49 µM; 330,000 compounds, 0.78% hits; AID 602340, 2012;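 active = mean ATP rescue above about 67%, or every replicate alone reaching that limit, limit read from the data, passing the limit was not always enough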;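 note: myotubes were challenged with 10 µM simvastatin during compound exposure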
SIRT5 block – SIRT5 desuccinylase inhibitors, primary screen, biochemical, fluorescence imaging, single point, set 5. inhibition, % at 15 µM. 330,000 compounds, 1.1% hits. Purified SirT5, succinyl-peptide AMC, trypsin-coupled fluorescence. NAD-dependent protein deacylase sirtuin-5, mitochondrial (Homo sapiens), Q9NXA8. AID 652115, 2013; in the data active = inhibition above about 15%
Target sequence (Q9NXA8 whole entry, looked up): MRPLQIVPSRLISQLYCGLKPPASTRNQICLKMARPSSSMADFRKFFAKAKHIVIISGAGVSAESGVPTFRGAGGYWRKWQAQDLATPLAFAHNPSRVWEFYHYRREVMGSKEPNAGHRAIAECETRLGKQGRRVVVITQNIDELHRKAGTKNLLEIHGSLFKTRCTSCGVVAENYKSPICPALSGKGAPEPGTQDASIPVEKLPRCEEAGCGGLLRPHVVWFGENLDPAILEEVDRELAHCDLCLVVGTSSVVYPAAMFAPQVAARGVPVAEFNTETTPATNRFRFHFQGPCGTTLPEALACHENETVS
ERp5 inh – inhibitors of ERp5-driven insulin aggregation, primary screen, biochemical, turbidity, absorbance 650 nm, single point | Protein disulfide-isomerase A6 (Homo sapiens), Q15084 | 90 min | inhibition, % at 9.99 µM | 350,000 compounds, 0.05% hits | AID 651711, 2012;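 active = mean replicate inhibition above about 25%, with every replicate also reaching it, limit read from the data, passing the limit was not always enough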
DENV2 CPE – inhibitors of DENV2 cytopathic effect, primary screen, cell-based, plate reader, single concentration | DENV2-infected cells, cytopathic effect rescue | CPE inhibition, % at 9.99 µM | 350,000 compounds, 1.7% hits | AID 651640, 2012; in the data active = CPE inhibition above about 20%, passing the limit was not always enough; tested in BHK-21 cells;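 note: 0% = median of neutral control wells and 100% = median of positive control wells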
* hit, by the source's call; x = no result given; & = joins results of further samples.

SMILES | PglD DTNB | S100A4 inh HTS | E-selectin induc | Statin myotox sup | SIRT5 block | ERp5 inh | DENV2 CPE
C[C@H](O)[C@@H]1CN2CCc3c([nH]c4ccccc34)[C@@H]2C[C@@H]1N(C)C(=O)Nc1cc(Cl)cc(Cl)c1 | 0.4 | -0.7 | 0.8 | 9.6 | 1.2 | -2.7 | 16.0
CCOC(=O)C1CCN(C(=O)COC(=O)c2nn(C)c(=O)c3ccccc23)CC1 | 0.1 | -5.0 | x | 1.5 | -1.9 | 2.7 | 0.3
O=C(NCCc1ccncc1)Nc1ccc(Cl)c(Cl)c1 | x | 0.9 | x | x | -2.0 | 1.7 | x
Cc1noc(C)c1S(=O)(=O)Nc1cccc(CO)c1 | -0.1 | 6.5 | x | -1.2 | -4.8 | -3.7 | -2.8
C[C@H]1CN([C@@H](C)CO)C(=O)Cc2cc(NC(=O)Nc3cccc4ccccc34)ccc2O[C@@H]1CN(C)CC1CC1 | -14.1 | 7.2 | -0.1 | 12.8 | 9.5 | -1.0 | 5.0
COc1ccc(NC(=O)N(C)C[C@H]2Oc3ccc(NC(=O)Nc4c(C)noc4C)cc3CC(=O)N([C@H](C)CO)C[C@@H]2C)cc1 | 2.9 | -30.1 | 0.1 | 14.3 | 0.0 | -8.4 | -7.0
CC(C)(C)NC(=O)NC(=O)CSc1ncc(C(F)(F)F)cc1Cl | x | -11.4 | x | x | -4.7 | 2.5 | x
C[C@@H](NC(=O)C[C@H]1CC[C@@H](NC(=O)C2CCC2)[C@@H](CO)O1)c1ccccc1 | 4.8 | -3.7 | -0.7 | 4.3 | 0.1 | -4.9 | 6.7
Cc1ccc(S(=O)(=O)NCc2ccc(C(=O)N3CCN(c4ccccc4)CC3)cc2)cc1 | 1.4 | -1.1 | x | -18.7 | -2.8 | 1.1 | -4.5
Cc1ccc(NC2CCCN(C(=O)c3cc(C(C)C)[nH]n3)C2)cc1C (stereo not drawn) | -4.0 | -4.6 | -0.2 | -19.8 | 1.6 | -9.6 | -1.5

Compound profiles (already shown):
Entry for COc1ccc(NC(=O)N(C)C[C@H]2Oc3ccc(NC(=O)Nc4c(C)noc4C)cc3CC(=O)N([C@H](C)CO)C[C@@H]2C)cc1 → PglD DTNB: 2.9; S100A4 inh HTS: -30.1; E-selectin induc: 0.1; Statin myotox sup: 14.3; SIRT5 block: 0.0; ERp5 inh: -8.4; DENV2 CPE: -7.0
Entry for Cc1ccc(S(=O)(=O)NCc2ccc(C(=O)N3CCN(c4ccccc4)CC3)cc2)cc1 → PglD DTNB: 1.4; S100A4 inh HTS: -1.1; E-selectin induc: x; Statin myotox sup: -18.7; SIRT5 block: -2.8; ERp5 inh: 1.1; DENV2 CPE: -4.5
Entry for Cc1ccc(NC2CCCN(C(=O)c3cc(C(C)C)[nH]n3)C2)cc1C (stereo not drawn) → PglD DTNB: -4.0; S100A4 inh HTS: -4.6; E-selectin induc: -0.2; Statin myotox sup: -19.8; SIRT5 block: 1.6; ERp5 inh: -9.6; DENV2 CPE: -1.5

(further entries)
SMILES | PglD DTNB | S100A4 inh HTS | E-selectin induc | Statin myotox sup | SIRT5 block | ERp5 inh | DENV2 CPE
Cc1cc(NC(=O)CSc2nnc(-c3ccncc3)n2-c2ccccc2)no1 | x | 0.6 | -0.5 | x | 0.8 | -5.0 | 0.6
Cc1cccc(C)c1-n1nnnc1C1(C)CCC(=O)N1c1ccc(N2CCOCC2)cc1 (stereo not drawn) | x | 0.7 | -2.1 | x | -5.0 | 1.2 | 4.9
Cc1ccc(NS(=O)(=O)c2ccc(C(=O)N3CC(C)CC(C)C3)cc2)cc1 (stereo not drawn) | 11.0 | -4.6 | -1.6 | 12.6 | 3.3 | 2.1 | 0.1
O=C(O)c1ccc(COc2cccc(CO)c2)cc1 | 0.1 | 3.4 | x | -1.1 | -10.4 | 2.7 | x
CCNC(=O)C[C@H]1CC[C@@H]2[C@H](COC[C@H](O)CN2C(=O)c2cccnc2)O1 | -1.9 | 6.3 | 0.1 | 6.9 | -0.6 | -2.9 | 5.1
COC(=O)c1cc(NC(=O)Cc2cccs2)cc(C(=O)OC)c1 | 2.9 | -1.1 | -0.1 | 0.9 | -1.8 | 1.0 | 3.4
O=C(Cn1ncc2c(=O)oc3ccccc3c21)NCc1cccnc1 | x | 0.5 | x | 6.3 | 2.5 | -1.9 | 4.5
COc1cccc(-c2ccc([C@@H]3[C@@H](CO)N4C(=O)CN(C(=O)C5CC5)C[C@@H]34)cc2)c1 | x | 33.0 | 0.1 | x | -0.3 | 0.6 | 5.9
Cc1noc(C(=O)Nc2ccc3c(c2)OCO3)c1Cl | -3.3 | 5.2 | 1.7 | 0.0 | x | 1.6 | -7.8
COc1ccc(NC(=O)C2CCCN(S(=O)(=O)c3ccc(-n4cnnn4)cc3)C2)cc1 (stereo not drawn) | 3.4 | -17.4 | 0.5 | 3.9 | -0.1 | -3.2 | 1.9
CCC(C(=O)NCc1cccnc1)n1nc(C)c2sc3ccccc3c2c1=O (stereo not drawn) | -0.6 | -1.4 | x | 9.7 | 3.4 | 8.9 | 9.7
CC1CCN(C(=O)CSc2nnc3c(n2)[nH]c2ccc(F)cc23)CC1 | -0.6 | 0.0 | x | -17.2 | -4.3 | 0.5 | -1.4
CCCC#Cc1cnc2c(c1)C(=O)N([C@H](C)CO)C[C@@H](C)[C@@H](CN(C)Cc1ccc(C(=O)O)cc1)O2 | 0.0 | 2.7 | 0.2 | 4.8 | 1.2 | 10.2 | 4.8
CCCNC(=O)[C@@H]1[C@@H](CO)[C@@H]2Cn3c(ccc(-c4ccncc4)c3=O)[C@H]1N2CC1CC1 | 0.7 | 9.3 | -1.4 | 10.4 | -6.9 | 3.6 | -8.6
CN(C)CCC(c1ccccc1)c1ccccn1 (stereo not drawn) | -1.6&2.5&-3.3 | -5.3&6.2&-10.6 | 1.7&0.7&0.5 | 9.2&4.5&-0.4 | -2.7&1.8&-4.6 | 6.2&2.5&-5.2 | 3.9&-0.7&-3.2
CCOc1cc2[nH]c(=O)n(CCCCCC(=O)NC3CCCC3)c(=O)c2cc1OCC | 0.1 | -0.9 | 0.1 | -5.9 | -0.5 | 3.1 | 0.8
C[C@@H]1CN([C@H](C)CO)C(=O)Cc2cc(NC(=O)Cc3ccccc3)ccc2O[C@H]1CN(C)C | -4.8 | 4.0 | x | 0.1 | -3.4 | 5.4 | 11.9
C[C@@H]1CN([C@@H](C)CO)C(=O)Cc2cc(NC(=O)CCN3CCOCC3)ccc2O[C@@H]1CN(C)S(=O)(=O)c1cccs1 | -4.7 | 3.0 | -11.6 | -19.8 | -2.5 | 2.5 | 7.9
O=C(NCc1ccccc1)C(=O)c1cn(CC(=O)N2CCOCC2)c2ccccc12 | -2.6 | 5.1 | x | 9.4 | -4.6 | -1.7 | 19.4
Cc1cc(S(=O)(=O)Nc2ccc(C(=O)NCC(c3ccco3)N3CCCCC3)cc2)ccc1F (stereo not drawn) | -5.4 | -18.6 | 1.1 | 26.1 | 3.2 | 9.5 | -1.3
CC(=O)Nc1ccc(S(=O)(=O)N2CCN(Cc3csc(C)n3)CC2)cc1 | 9.8 | 0.1 | -0.1 | 10.1 | 4.3 | 2.6 | -1.8
O=C(CN(C(=O)c1csnn1)c1ccc2c(c1)OCCO2)NCc1ccccc1 | -1.2 | -2.6 | x | 0.4 | -1.4 | 2.9 | -2.6
C[C@H]1CN([C@@H](C)CO)C(=O)c2cccc(NC(=O)C3CCCCC3)c2O[C@H]1CN(C)Cc1ccc(C(F)(F)F)cc1 | -1.4 | -21.8 | -0.4 | -73.7 | 8.1 | 7.9 | 12.9
NC(=O)[C@H]1CC2(CC(c3cccc(NC(=O)COc4ccc(Cl)cc4)c3)=NO2)CN1C(=O)[C@H]1CCC(=O)N1 (stereo partly drawn) | 3.9 | -2.4 | -0.4 | -3.5 | x | 4.3 | 2.3
O=C(Nc1ccc([N+](=O)[O-])cc1)C1(c2ccccc2)CCOCC1 | x | 6.4 | -0.2 | x | 4.9 | 0.6 | -1.5
S=C(NC1CCCCC1)NC1CC2C=CC1C2 (stereo not drawn) | 1.5 | 11.3 | 0.6 | x | -1.6 | 4.7 | -5.3
Cc1ccc(-c2ccc(C(=O)Nc3ccccc3)o2)c2ccccc12 | -1.8 | -4.7 | 0.0 | -4.5 | x | 6.2 | -14.9
CCC(=O)Nc1ccc2c(c1)OC[C@H](C)N(C(=O)NC(C)C)C[C@@H](C)[C@@H](OC)CN(C)C2=O | -1.5 | -0.7 | -0.1 | -8.0 | 4.8 | -1.2 | -15.3
COc1ccc(NC(=O)CC(C(=O)O)C(C)c2ccccc2)cc1 (stereo not drawn) | -3.5 | 0.5 | x | 14.6 | x | 3.5 | -4.9
CCS(=O)(=O)N1CC2(C1)[C@H](c1ccccc1)[C@@H](CO)N2C(=O)C1CCCC1 | x | 8.9 | -0.1 | x | -1.8 | -0.3 | -0.8
COc1ccc(-c2cc(C(F)F)n3ncc(C(=O)Nc4cnn(Cc5ccccc5)c4)c3n2)cc1 | x | 0.6 | -0.1 | x | x | -3.7 | 0.8
CC(Sc1nc2c(c(=O)[nH]1)CCCC2)C(=O)Nc1ccccc1C#N (stereo not drawn) | 1.6 | 2.1 | -0.1 | -39.4 | 0.6 | -0.6 | 2.3
Cc1c(-c2ccccc2)n(O)[n+]([O-])c1-c1ccccc1 | -3.1 | -5.3 | 6.9 | 10.1 | 2.2 | 5.0 | -8.1
CCN(CC)S(=O)(=O)c1ccc(C)c(NC(=O)Cc2ccc(S(=O)(=O)N3CCOCC3)s2)c1 | -4.9 | -6.4 | -0.1 | x | -5.6 | 3.0 | -3.9
S=C(NCC1CCCO1)Nc1ccc(Cl)cc1Cl (stereo not drawn) | -2.5 | x | -0.7 | 5.3 | x | x | x
COc1ccc(NC(=S)N/N=C/c2cccn2Cc2ccc(F)cc2Cl)cc1 | x | -2.0 | 2.5 | x | -3.5 | 5.2 | x
Cc1ccccc1-c1ccc([C@H]2[C@@H](CO)N3CCCCN(C(=O)Nc4ccccc4)C[C@@H]23)cc1 | 0.9 | -3.0 | -0.3 | x | 1.3 | -6.8 | -8.1
COc1ccc(N/N=C/c2c(C(=O)O)ccc3ccccc23)cc1 | 3.1 | -1.6 | 9.3 | 3.0 | -2.1 | 1.2 | x
CN(C)c1ccc(S(=O)(=O)N2CCCCC2)cc1NC(=O)C1CSC2(C)CCC(=O)N12 (stereo not drawn) | -2.2 | -7.7 | x | -5.6 | -2.4 | -8.3 | -6.2
OC[C@H]1[C@H](c2ccc(C#Cc3ccccc3F)cc2)[C@H]2CN(CC3CCOCC3)CCCCN21 | 0.6 | -10.7 | 0.4 | 23.7 | 1.0 | 0.9 | -24.7
Cn1c(=O)c(-c2ccccc2)cc2ccccc21 | x | -2.4 | 0.0 | 1.3 | x | 0.5 | 4.2
COc1ccc(NC(=O)c2ccc(-c3nn(C)c(=O)c4ccccc34)cc2)cc1C(N)=O | 2.7 | 1.1 | -1.2 | -6.4 | -2.8 | 2.8 | -0.6
Cc1noc(C)c1NC(=O)N(C)C[C@H]1Oc2ccc(NS(=O)(=O)c3c(C)noc3C)cc2CC(=O)N([C@@H](C)CO)C[C@H]1C | 0.6 | -6.5 | -0.1 | -43.5 | -0.2 | -2.0 | -9.4
Cc1cc(C)c2c(c1C)C(=O)CCC2 | -0.9 | -0.1 | 0.0 | 5.7 | -2.6 | -3.6 | 0.3

The list is partial (hit frequency here may not be typical).
